Screening results deposited in PubChem BioAssay by National Center for Advancing Translational Sciences (NCATS).
BAZ2B block = qHTS Assay for Inhibitors of BAZ2B; Bromodomain adjacent to zinc finger domain protein 2B (Homo sapiens), Q9UIF8; AlphaScreen BAZ2B-H3K14Ac peptide displacement; Potency, µM (titrated, usually from 114 µM), for inactives: at the top dose activity change, negative = inhibition, actives largely listed as inhibitors; 360,000 tested, 4.4% active; AID 504333, 2011; note: potency is the fitted concentration of half-maximal effect; % is set by controls: 0 for no effect and ±100 for the full control effect; nearly all actives have a fitted effect of over 60% in size
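In this displacement format the biotinylated H3(5-23) peptide acetylated at Lys14 serves as ligand at 50 nM, with BAZ2B at 50 nM in PBS pH 7.4 containing 0.01% Tween-20. Donor and acceptor beads are 10 ug/mL final.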
PI4K2A inh = qHTS for small molecular inhibitors of PI4K2A | Phosphatidylinositol 4-kinase type 2-alpha (Homo sapiens), Q9BTU6 | purified PI4K2A, ADP-Glo luminescence, 1 h; hits give low values | activity change, negative = inhibition, % at 76.9 µM | 420,000 tested, 0.13% active | AID 1346378, 2018; in the data active = activity change below about -50%; inconclusive = mostly about -30% to -49%;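 note: -100% = wells without enzyme as full effect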
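Compounds are screened against recombinant PI4K2A using PI as substrate and ATP, the latter dispensed at 300 microM. Reactions run one hour at ambient temperature before ADP-Glo detection; full inhibition defined by wells lacking enzyme.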
Tb PGK inh = qHTS Assay to Find Inhibitors of Phosphoglycerate Kinase; PGK/GAPDH coupled, Kinase-Glo luminescence, 60 min; Potency, µM (highest dose often 57.5 µM), for inactives: at the top dose activity change, negative = inhibition, actives largely listed as inhibitors; AID 602233, 2012; 380,000 tested, 0.043% active; note: potency is the fitted concentration of half-maximal effect; % is set by controls: 0 for no effect and ±100 for the full control effect; nearly all actives have a fitted effect of over 60% in size
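Recombinant glycosomal PGK reaction used 1,3-bisphosphoglycerate generated in-well by GAPDH (100nM final) in 100mM TEA pH 7.6, 5mM MgCl2, 0.01% Tween-20. After 60 minutes at room temperature, ATP was read by Kinase-Glo Plus luminescence end-point.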
Pin1 inhibitor = qHTS Assay to Find Inhibitors of Pin1; Potency, µM (doses to about 115 µM), for inactives: top-dose activity, negative = inhibition, most hits filed as inhibitors; Peptidyl-prolyl cis-trans isomerase NIMA-interacting 1 (Homo sapiens), Q13526; 390,000 tested, 0.009% active; Pin1 FP peptide displacement, HiFluor488, 10 min; active = well fitted inhibition curve with a large enough effect in the polarisation, with a control signal flat, not every such curve was filed as active; inconclusive = small, poorly fitted or top-dose-only effect, or effect the other way, or a change in a side signal; inactive = no such curve, though single readings can be large or run the other way; the % refers to the polarisation; note: potency is the fitted concentration of half-maximal effect; % is set by controls: 0 for no effect and ±100 for the full control effect
Pol eta inh = qHTS for Inhibitors of Polymerase Eta. AID 588591, 2011. 390,000 tested, 1.2% active. recombinant Pol eta, fluorescent DNA replication assay. DNA polymerase eta (Homo sapiens), Q9Y253. Potency, µM (highest dose often 114 µM), inactives show at the highest dose activity change, negative = inhibition, hits mostly inhibitors; note: potency is the fitted concentration of half-maximal effect; % is set by controls: 0 for no effect and ±100 for the full control effect
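Pol eta (10 nM) was preincubated with compounds for 15 min at room temperature, after which fluorescent replication substrate (50 nM final) was added to start the reaction. Fluorescence was read kinetically at 0 and 10 min.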
HP1b binding inh = HTS for Inhibitors of HP1-beta Chromodomain Interactions with Methylated Histone Tails; Chromobox protein homolog 1 (Homo sapiens), P83916; AlphaScreen HP1-beta / biotin-H3K9me3 peptide binding; Potency, µM (series often up to 114 µM), without a hit: top-dose activity change, negative = inhibition, actives largely listed as inhibitors; 390,000 tested, 0.56% active; AID 540317, 2011; note: potency is the fitted concentration of half-maximal effect; nearly all actives have a fitted effect of over 70% in size; inactives centre near 23
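Compound inhibition of the preformed complex between 50 nM HP1-beta and 50 nM biotinylated H3K9me3 peptide was read by AlphaScreen. Buffer was PBS pH 7.4 with 0.01% Tween-20. Incubations ran 30 min at room temperature, with 10 ug/mL donor/acceptor beads.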
GLS inh = qHTS for Inhibitors of Glutaminase (GLS); Glutaminase kidney isoform, mitochondrial (Homo sapiens), O94925; GLS enzymatic activity, qHTS titration; Potency, µM (series often up to 45.5 µM), inactives show at the highest dose activity change, negative = inhibition, actives largely listed as inhibitors; 410,000 tested, 0.21% active; AID 624170, 2012; note: potency is the fitted concentration of half-maximal effect; % is set by controls: 0 for no effect and ±100 for the full control effect
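hKGA in 45 mM KH2PO4 pH 8.2, 0.02% Tween-20 with pin-transferred compounds; 1 mM L-glutamine (stock) plus glutamate oxidase/HRP/Amplex Red coupling added. Fluorescence read initially and after 30 min at RT.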
JMJD2A Tudor = qHTS Assay for Inhibitors of JMJD2A-Tudor Domain; AlphaScreen JMJD2A-Tudor / H3K4me3 peptide binding; Potency, µM (top dose mostly 114 µM), for inactives: top-dose activity change, negative = inhibition, hits mostly inhibitors; 390,000 tested, 4.4% active; Lysine-specific demethylase 4A (Homo sapiens), O75164; note: potency is the fitted concentration of half-maximal effect; % is set by controls: 0 for no effect and ±100 for the full control effect; nearly all actives have a fitted effect of over 50% in size
Target sequence (O75164 whole entry, looked up, the tested form may be a part): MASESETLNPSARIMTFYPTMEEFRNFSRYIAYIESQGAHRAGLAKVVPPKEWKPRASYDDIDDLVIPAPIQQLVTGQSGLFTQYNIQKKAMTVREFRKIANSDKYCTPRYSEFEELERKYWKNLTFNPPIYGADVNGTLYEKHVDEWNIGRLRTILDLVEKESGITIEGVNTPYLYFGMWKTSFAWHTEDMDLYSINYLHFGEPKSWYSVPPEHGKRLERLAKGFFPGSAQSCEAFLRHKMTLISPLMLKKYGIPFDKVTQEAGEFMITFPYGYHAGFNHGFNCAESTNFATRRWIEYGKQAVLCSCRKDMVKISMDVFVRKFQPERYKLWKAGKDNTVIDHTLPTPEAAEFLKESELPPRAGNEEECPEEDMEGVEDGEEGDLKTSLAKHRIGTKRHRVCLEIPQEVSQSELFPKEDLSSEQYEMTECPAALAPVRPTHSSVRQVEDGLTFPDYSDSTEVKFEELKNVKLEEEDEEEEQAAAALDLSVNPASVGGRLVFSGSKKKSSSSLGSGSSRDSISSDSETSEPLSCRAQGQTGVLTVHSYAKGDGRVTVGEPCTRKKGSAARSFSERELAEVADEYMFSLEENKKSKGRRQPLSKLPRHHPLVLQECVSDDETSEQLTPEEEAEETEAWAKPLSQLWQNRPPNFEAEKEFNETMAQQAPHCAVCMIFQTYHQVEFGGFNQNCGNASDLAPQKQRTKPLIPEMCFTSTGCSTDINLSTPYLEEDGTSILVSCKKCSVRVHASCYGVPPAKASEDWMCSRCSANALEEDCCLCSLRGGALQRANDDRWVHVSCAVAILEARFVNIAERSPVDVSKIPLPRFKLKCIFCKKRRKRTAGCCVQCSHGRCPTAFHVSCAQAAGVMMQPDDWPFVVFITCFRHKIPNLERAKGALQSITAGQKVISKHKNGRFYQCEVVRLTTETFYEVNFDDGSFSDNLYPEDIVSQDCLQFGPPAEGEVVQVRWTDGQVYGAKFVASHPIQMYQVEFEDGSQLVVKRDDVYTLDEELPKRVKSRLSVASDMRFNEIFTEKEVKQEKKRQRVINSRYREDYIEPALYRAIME
G9a inh = qHTS Assay for Inhibitors of Histone Lysine Methyltransferase G9a; 350,000 tested, 8.8% active; Histone-lysine N-methyltransferase EHMT2 (Homo sapiens), Q96KQ7; Potency, µM (top dose mostly 102 µM), inactives show at the top dose activity, negative = inhibition, usual class: inhibitors; G9a H3K9 monomethylation, AlphaScreen, 2 h; note: potency is the fitted concentration of half-maximal effect; % is set by controls: 0 for no effect and ±100 for the full control effect; nearly all actives have a fitted effect of over 75% in size
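Step 1: enzyme (final 20 nM) with compound, 15 min RT. Step 2: substrate peptide 500 nM and SAM 20 uM, 2 h RT. Step 3: anti-H3K9me1 antibody and AlphaScreen beads, 10 min, then plate read.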
The depositor's hits bear a star; i = inactive; u = inconclusive; x = not tested or not shown; & = joins results of further samples; [ ] = another dose, or the depositor's remark. Unless noted, calls come from the whole dose curve; as a rule, active = well fitted curve in the direction sought with a large enough effect; inconclusive = small, poorly fitted or top-dose-only effect, or another doubt; inactive = no such curve, though single readings can be large; an effect the other way counts as inactive or inconclusive.

SMILES	BAZ2B block	PI4K2A inh	Tb PGK inh	Pin1 inhibitor	Pol eta inh	HP1b binding inh	GLS inh	JMJD2A Tudor	G9a inh
Cn1cccc1/C=N/N1CCN(Cc2ccccc2)CC1	50.1µM*	-12.7	1.8%	4.9%	-10.0%	u	6.0%	u	25.1µM*
COc1ccc(-c2ccc3oc(-c4ccsc4)c(-c4ccc(OC)cc4)c3c2)cc1	x	4.6	8.3%	1.0%	-9.4%	13.0%	1.5%	-11.1%	x
COc1ccccc1CC(=O)NCCc1c[nH]c2ccccc12	-29.7%	-6.2	-3.9%	-3.0%	-11.8%	-21.6%	19.1%	-33.1%	-1.2%
CC(C)(C)c1ccc(NC(=O)CSc2n[nH]c(=O)n2-c2cccnc2)cc1	0.4%	0.3	6.7%	-5.8%	-2.5%	42.3%[activator]	12.1%	1.4%	3.1%[12.7 µM]
O=C(c1ccc2c(c1)N(Cc1cccc(Cl)c1)C(=O)c1ccccc1S2(=O)=O)N1CCC(Cc2ccccc2)CC1	0.0%	1.2	i	3.1%	-4.2%	12.9%	-3.4%	-23.7%	-4.4%[59 µM]
O=C(Cc1c(Cl)cccc1Cl)Nc1ccc(S(=O)(=O)Nc2ncccn2)cc1	-12.4%	2.2	i	-5.4%	-8.1%	10.0%	4.5%	-6.7%	-34.1%
CCc1ccc(NC(=O)C2CCCN2S(=O)(=O)c2ccc3c(c2)n(C)c(=O)c(=O)n3C)cc1 (centres undefined)	-2.1%&-15.7%	1.6&-3.6	-3.9%&0.9%	3.9%&8.9%	-21.3%&23.3%	34.5%&37.1%	4.1%&-9.1%	-9.2%&-20.9%	-27.9%[59 µM]
COc1ccc(C(=O)Nc2ncc(C)s2)cc1S(=O)(=O)N1CCOCC1	-6.5%	0.0	-6.8%	-2.0%	-10.4%	28.2%	4.0%	-17.6%	-8.4%[12.7 µM]
Cc1cccc(OCCn2c(S(=O)(=O)O)nc3ccccc32)c1	-6.4%	-1.0	-4.7%	2.9%	-7.5%	7.4%	13.8%	-17.8%	x
Cc1cccc(CNC(=O)C(=O)Nc2ccccc2C)c1	-18.6%	2.8	1.1%	-0.4%	-13.0%	29.2%	5.1%	-9.0%	8.2%[59 µM]
CC(C)c1ccc(COc2ccc(C(=O)N3CCOCC3)cc2)cc1	-2.7%	-2.1	8.5%	5.4%	-24.2%	38.1%	-1.8%	0.7%	-9.7%[59 µM]
O=C(O)CSc1nnnn1-c1ccc2c(c1)OCCO2	11.5%	3.7	-6.3%	-8.4%	-3.1%	24.9%	0.0%	-17.1%	13.4%[59 µM]
Cc1cccc(Cc2ccc(Cl)nn2)c1	1.0%	3.0	-9.4%	1.4%	-21.2%	19.8%	1.3%	-12.4%	19.3%
Cc1oc(-c2ccccc2Cl)nc1CS(=O)(=O)CC(=O)NCc1ccc(F)cc1	-5.0%	5.8	-2.2%	u	-15.9%	34.1%	-11.1%	-6.0%	5.4%[59 µM]
CCSc1nc2c(c(=O)[nH]c(=O)n2C)n1C/C=C(/C)Cl	-4.7%	-0.8	-3.2%	-10.2%	-6.4%	14.7%	4.2%	-1.9%	u
Cc1ccc(OCc2cc(C(=O)N(C)Cc3nccn3C)no2)cc1C	u	-0.1	-6.6%	-8.9%	2.0%	15.2%	-0.8%	-22.5%	u
Cc1ccccc1-n1c(=O)cc(N2CCN(C(=O)c3ccco3)CC2)[nH]c1=O	8.5%	-3.5	i	-7.0%	-9.2%	2.4%	-1.1%	-14.8%	u
COCCn1c(SCC(=O)Nc2ccc(F)cc2)nc2c(oc3ccccc32)c1=O	-8.7%	2.1	4.6%	0.4%	-19.7%	33.2%	-4.3%	-16.1%	0.5%
O=C(CCCCn1c(=S)[nH]c2ccsc2c1=O)NCc1ccco1	-31.9%	-4.9	3.6%	-7.7%	-15.1%	-14.7%	-1.8%	25.1µM*	22.4µM*
Cc1cccc(C2N(c3nccs3)C(=O)C3CCCN32)c1 (centres undefined)	u	-4.7	0.4%	1.8%	-15.2%	36.2%	-3.2%	-26.0%[57.1 µM]	7.94µM*
CCN(C[C@H]1N[C@@](CC)(C(=O)OC)[C@H]2C(=O)N(Cc3ccccc3)C(=O)[C@@H]12)C(=O)Nc1ccc(C)cc1	x	-1.7	i	0.8%	-9.9%	41.9%[activator]	-0.7%	0.0%	x
Cc1ccccc1NS(=O)(=O)c1nnc(NC(=O)c2ccc(Cl)cc2)s1	4.1%&-31.2%	-2.2&0.5	-5.1%&-18.0%	20.4%&-1.2%	-14.1%&-10.9%	36.4%&-26.6%[activator]	10.1%&12.6%	-16.3%	-17.2%
Nc1c(Br)cc(Br)c2c1C(=O)c1c(cccc1S(=O)(=O)O)C2=O	x	-3.9	-19.3%	u	u	u	0.1%	u	x
CCOc1c(CNCCNC(=O)c2nonc2N)cccc1OC	-2.5%	-1.1	5.4%	2.7%	-1.0%	23.9%	-3.1%	-1.7%	u
CNC(=O)CN1C(=O)NC(Cc2c[nH]c3ccccc23)C1=O (centres undefined)	-8.1%	-5.0	-7.8%	-9.7%	14.4%	25.1%	14.7%	-19.6%	2.1%

Looked up above.
Result of COc1ccccc1CC(=O)NCCc1c[nH]c2ccccc12 in PI4K2A inh: -6.2
Result of Cc1cccc(OCCn2c(S(=O)(=O)O)nc3ccccc32)c1 in Tb PGK inh: -4.7%

Continued:
SMILES	BAZ2B block	PI4K2A inh	Tb PGK inh	Pin1 inhibitor	Pol eta inh	HP1b binding inh	GLS inh	JMJD2A Tudor	G9a inh
CCCCCC1(C)NC(=S)N(c2ccccc2)N1 (centres undefined)	u	-0.6	-4.7%	2.0%	-2.3%	-6.9%	-1.7%	50.1µM*	u
Cc1ccc(CNC(=O)CSc2c3c(nc4ccc(Cl)cc24)CCCC3)cc1	x	-9.2	i	-12.0%	-9.8%	19.0%	4.9%	-12.0%	-26.7%[59 µM]
Nc1ncc(S(=O)(=O)NCc2cccc(Cl)c2)cn1	5.3%	-4.8	-10.6%	1.6%	-15.5%	29.2%[57 µM]	8.2%	16.8%	5.9%[59 µM]
Cc1ccc(NC(=O)CCn2c(=O)oc3ccccc32)c(C)c1	7.9%	-8.5	-3.1%	-0.5%	-15.1%	34.4%[activator]	0.4%	-2.2%	-1.0%[59 µM]
COc1ccc(CNC(=O)c2c(O)c3cccc4c3n(c2=O)CCC4)cc1OC	-5.4%	-7.7	6.2%	0.4%	-16.0%	26.8%	9.3%	0.0%	4.2%[59 µM]
O=C(O)Cn1c(SCc2ccccc2)nc2ccccc21	-5.2%	1.3	8.9%	4.2%	-3.8%	35.8%	10.5%	-9.4%	-36.1%
COc1ccc(-c2noc(CCC(=O)Nc3ccc(C(F)(F)F)cc3)n2)cc1	u	-8.5	-2.6%	2.8%	-25.4%	14.2%	-11.5%	-11.0%	5.2%[59 µM]
CCNC(=O)CC1C(=O)N(c2ccc(C)cc2)C(=O)N1Cc1ccccn1 (centres undefined)	3.9%	2.8	-4.8%	5.2%	8.5%	4.7%	-7.9%	-10.5%	0.1%[12.7 µM]
C=CCn1c(O)c(CN2CCN(Cc3ccccc3)CC2)c(C)c(C#N)c1=O	-36.2%	-7.7	0.2%	u	-6.9%	12.6%	-2.4%	u	u
O=C1COc2ccc(C(=O)COC(=O)CNC(=O)C3CCCCC3)cc2N1	-16.8%	-1.9	-2.8%	-7.2%	11.2%	15.2%	2.0%	-17.3%	7.7%
COc1ccc(CN2C(=O)c3cccnc3C2=O)cc1S(=O)(=O)N1CC(C)Oc2ccccc21 (centres undefined)	u	-0.1	-0.9%	-0.2%	-12.1%	31.5%	-5.2%	-33.1%	-7.6%
Cc1ccc(NC(=O)Nc2cc(Cl)ccc2C2COC(=O)C2=N)cc1 (centres undefined)	-33.3%	-3.6	-3.7%	5.6%	-3.7%	48.2%[activator]	-5.8%	-6.5%	u
O=C(Cc1ccccc1)N/N=C/c1cccs1	3.4%	-6.8	3.4%	3.5%	-3.0%	11.3%	7.6%	-2.6%	22.2%
O=C(O)C#Cc1cccc2ccccc12	-23.9%	6.5	6.5%	-17.9%	4.7%	39.8%[activator]	8.8%	-16.1%	-4.6%
CC(=O)N(CC(=O)O)c1ccccc1C(=O)O	-1.4%	3.9	1.3%	-2.9%	-21.2%	11.9%	7.0%	-1.4%	17.8µM*
CC1Oc2ccccc2N(CC(=O)NCCN2CCOCC2)C1=O (centres undefined)	1.7%	-21.1	-1.2%	-4.5%	-10.0%	u	3.1%	-15.2%	22.9%[59 µM]
O=C(NCCCn1ccnc1)c1noc2c1CCCC2	-0.5%	-2.4	0.0%	-8.0%	9.7%	26.9%	-11.8%	-14.7%	7.2%[12.7 µM]
Cc1ccc(C(=O)c2cc3ccccc3o2)cc1[N+](=O)[O-]	-38.7%	0.4	-8.5%	-8.2%	-6.6%	7.4%	-7.4%	-6.2%	-14.8%
COc1ccc(N(CC(=O)Nc2ccc3c(c2)OCO3)S(=O)(=O)c2c(C)nn(C)c2C)cc1	-2.3%	-9.8	-9.8%	-4.4%	-1.9%	19.3%	0.4%	-25.0%	-10.0%

Not all compounds are listed (hit frequency here may not be typical).
